# Assay outcomes (PubChem)
# mIAP act: increases mouse intestinal alkaline phosphatase activity; muIAP, CDP-Star luminescence, 30 min; active compounds read high; 1 = vehicle-only enzyme signal, 0 = enzyme-free wells; activation factor at 10 µM; actives 0.24% (n = 330,000);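 active = activation factor of at least 2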; also: the source names both 10 and 20 µM as test concentration; values of inactives mirror those of a sister screen read the other way
#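 System: Mouse IAP enzyme | Also added: CDP-Star substrate | Dosing: Compounds dispensed in DMSO | Schedule: 30 min enzyme-substrate-compound incubation at room temperature | Technique: Chemiluminescence readout | Control set: DMSO-only wells and no-enzyme negative control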
# hIAP block: blocks human intestinal alkaline phosphatase; AID 2544; purified IAP, CDP-Star luminescence, 30 min; inhibition, % at 10 µM; actives 0.12% (n = 330,000);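 active = inhibition reaching a set limit with compound at 10 µM in the primary screen, cut at about 35% in these data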;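 also: plate controls were DMSO wells with enzyme for no effect and no-enzyme buffer wells for full effect; values of inactives mirror those of a sister screen read the other way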
# hIAP activ: human IAP activation | purified human IAP, CDP-Star luminescence, 30 min; active compounds read high; 1 = vehicle-only enzyme, 0 = enzyme-free background | P09923 | activation factor at 10 µM | actives 0.16% (n = 330,000) | AID 2524;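 active = activation factor of the enzyme at least 2-fold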; also: the source names both 10 and 20 µM as test concentration; values of inactives mirror those of a sister screen read the other way
# GRIN3A LBD mod: modulates the human NR3A ligand-binding domain; NR3A LBD differential scanning fluorimetry, Tm shift; 0% = protein alone, 100% = glycine-bound protein; Tm shift relative to glycine control, % at 25 µM; actives 2.5% (n = 340,000); AID 1259313;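 active = melting temperature shift of at least 10% of the positive control shift, at one fixed dose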
# MPTP block: blocks calcium-induced mitochondrial swelling. isolated mouse mitochondria, Ca2+ swelling absorbance, 30 min. inhibition, % at 10 µM. actives 1.4% (n = 360,000). AID 602449;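 active = inhibition of 50% or more, scaled per plate between neutral and stimulator controls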;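 also: 0% = DMSO wells given calcium and 100% = 1 mM EGTA wells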
# MIN6 prolif: MIN6 beta-cell proliferation induction; MIN6 cells proliferation, ATPlite luminescence, 48 h; cells starved in 0.2% serum; 100% = growth in 10% serum; proliferation, % at 10 µM; actives 0.29% (n = 330,000); AID 2380;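 active = compounds whose signal lies at least 3.5 SD above the mean of all wells on their plate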;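 also: 0% = DMSO-treated cells in low-serum medium and 100% = 10% serum control; some compounds called inactive have numbers as strong as hits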
# A3A deaminase: inhibitors of human APOBEC3A DNA deaminase; inhibition, % at 20 µM; actives 0.41% (n = 330,000); recombinant A3A, FAM/TAMRA ssDNA deamination fluorescence; AID 493011;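 active = at least 40% inhibition at 20 µM here, with at most 30% in a related deaminase screen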;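 also: plate controls were A3A with DMSO for no effect and wells lacking A3A enzyme for full effect; some results filed as inactive read as strong as hits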
# Target sequence (P31941 whole entry, looked up): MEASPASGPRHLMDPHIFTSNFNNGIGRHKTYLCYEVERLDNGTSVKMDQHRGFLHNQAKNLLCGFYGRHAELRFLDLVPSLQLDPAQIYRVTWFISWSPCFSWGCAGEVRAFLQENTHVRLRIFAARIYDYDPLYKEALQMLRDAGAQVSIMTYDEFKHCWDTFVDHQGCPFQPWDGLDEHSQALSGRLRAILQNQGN
# mIAP inh: mouse IAP inhibition. inhibition, % at 10 µM. purified mouse IAP, CDP-Star luminescence, 30 min. AID 2806. actives 0.2% (n = 330,000);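 active = inhibition of at least 40% at 10 µM in the primary screen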;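 also: plate controls were DMSO with enzyme for no effect and no enzyme wells for full effect; values of inactives mirror those of a sister screen read the other way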
# A3G deaminase: inhibitors of human APOBEC3G DNA deaminase; Q9HC16; recombinant A3G, ssDNA deamination FAM/TAMRA fluorescence; actives 0.28% (n = 330,000); AID 493012; inhibition, % at 20 µM;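 active = inhibition of at least 40% at 20 µM, with no more than 30% in the related APOBEC3A deaminase screen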;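 also: plate controls were DMSO wells with A3G for no effect and wells lacking A3G enzyme for full effect; some compounds called inactive have numbers as strong as hits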
# Target sequence (Q9HC16 whole entry, looked up): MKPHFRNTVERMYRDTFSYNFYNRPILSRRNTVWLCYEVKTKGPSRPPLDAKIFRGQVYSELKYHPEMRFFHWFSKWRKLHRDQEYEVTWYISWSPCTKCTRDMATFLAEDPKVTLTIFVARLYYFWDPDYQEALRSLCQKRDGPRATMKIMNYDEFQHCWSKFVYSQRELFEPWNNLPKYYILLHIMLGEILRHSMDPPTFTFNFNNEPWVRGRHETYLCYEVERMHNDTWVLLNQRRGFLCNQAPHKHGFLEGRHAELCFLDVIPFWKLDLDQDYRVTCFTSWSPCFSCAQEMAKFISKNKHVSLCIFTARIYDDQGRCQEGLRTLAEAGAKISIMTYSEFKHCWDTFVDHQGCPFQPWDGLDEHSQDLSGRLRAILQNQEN
# * marks the source's active call; other numbers are inactive results.
no.	canonical_smiles	mIAP act	hIAP block	hIAP activ	GRIN3A LBD mod	MPTP block
1	COc1ccc(C(=O)Nc2cccc(C(C)=O)c2)cc1S(=O)(=O)N1CCOCC1	1.1	-2	1	1	-3.7
2	Cc1cc(=O)oc(C)c1C(=O)Nc1c(C)n(C)n(-c2ccccc2)c1=O	1.1	1	0.99	0	-1.7
3	COc1cccc(C(C(=O)NC2CCCC2)N(Cc2ccc(C)cc2)C(=O)c2ccco2)c1OC (stereo unspecified)	1	-26	1.3	-2	-0.2
4	O=C(Nc1ccccc1N1CCCCC1)c1ccc(Cl)c([N+](=O)[O-])c1	0.94	12	0.88	6	2.1
5	O=C(CCNS(=O)(=O)c1ccccc1C(F)(F)F)N1CCN(c2ccccc2O)CC1	0.95	-13	1.1	0	0.3
6	COc1ccc(Cl)cc1N1C(=O)C2CCCN2C1c1sccc1C (stereo unspecified)	0.99	-5	1	1	-0.8
7	COc1ccc([C@H]2CC(=O)C=C(c3c(OC)cccc3OC)C2)cc1	1.1	-2	1	0	0.2
8	CCc1c(C)n([O-])c2c([n+]1=O)CCC2	1.1	-15	1.1	0	-0.3
9	CN1C(=O)[C@H]2[C@@H](C3CC3)N3C(=O)CN(CC4CC4)C(=O)[C@@]3(C)[C@H]2C1=O	1	-12	1.1	0	0.2
10	CC(C)CCNC(=O)c1onc(CSc2ccncc2)c1C(=O)NCCC(C)C	0.91	-5	1	-11	0.5
11	CN(C)CCCN(Cc1ccccc1)C(=S)Nc1ccc(SC(F)F)cc1	0.98	4	0.96	0	3.7
12	O=C(N1CCOCC1)N1CCN(c2ccccn2)CC1	0.95	-1	1	0	-1.7
13	COC(=O)c1ccc2c(=O)n(-c3ccc(OC)cc3)c(=S)[nH]c2c1	1	0	1	1	0.2
14	O=C(Nc1ccc(Cl)c(C(F)(F)F)c1)[C@@H]1CC=C[C@@H]2CCN(C3CC3)C(=O)[C@@H]21	1	15	0.85	2	1.1
15	COc1cc(CC(NC(C)=O)C(=O)NC2CCN(C(=O)Nc3ccccc3Cl)CC2)cc(OC)c1 (stereo unspecified)	1.2	-10	1.1	-1	1.5

no.	MIN6 prolif	A3A deaminase	mIAP inh	A3G deaminase
1	-4	2	-7	-6
2	-2	1	-6	-1
3	0	5	-1	3
4	-6	-3	6	-15
5	3	-2	5	-11
6	-3	0	1	-1
7	1	0	-7	-5
8	1	-1	-7	-3
9	-2	-1	-1	-13
10	-5	1	9	-3
11	-4	-2	2	-11
12	0	-15	5	-4
13	-2	4	-2	0
14	2	-3	-4	-3
15	-2	0	-25	-8

# Profiles, quoted from the list:
# CN(C)CCCN(Cc1ccccc1)C(=S)Nc1ccc(SC(F)F)cc1 is listed as mIAP act = 0.98; hIAP block = 4; hIAP activ = 0.96; GRIN3A LBD mod = 0; MPTP block = 3.7; MIN6 prolif = -4; A3A deaminase = -2; mIAP inh = 2; A3G deaminase = -11
# O=C(Nc1ccccc1N1CCCCC1)c1ccc(Cl)c([N+](=O)[O-])c1 is listed as mIAP act = 0.94; hIAP block = 12; hIAP activ = 0.88; GRIN3A LBD mod = 6; MPTP block = 2.1; MIN6 prolif = -6; A3A deaminase = -3; mIAP inh = 6; A3G deaminase = -15

# The list goes on:
no.	canonical_smiles	mIAP act	hIAP block	hIAP activ	GRIN3A LBD mod	MPTP block
16	c1ccc(Nc2nc(N3CCCCC3)nc(N3CCCCC3)n2)cc1	0.99	5	0.95	2	18
17	COc1ccc(N(CC(=O)NCCSc2ccccc2)S(=O)(=O)c2ccccc2)c(OC)c1	1.1	-13	1.1	1	-0.1
18	O=C(O)CCN1CCc2ccccc2C1c1cccs1 (stereo unspecified)	0.92	-21	1.2	-4	1.5
19	CCCCn1c(N)c(Sc2ccccc2[N+](=O)[O-])c(=O)[nH]c1=O	1.1	-3	1	-2	0.1
20	Cc1ccc(-c2c[n+](CC(=O)Nc3ccccc3)c3n2CCC3)cc1	1.2	-8	1.1	-4	1.4
21	COc1ccc(S(=O)(=O)N2CCCC(C(=O)NCc3cccnc3)C2)cc1OC (stereo unspecified)	1	-16	1.2	0	-0.3
22	Nc1c(C(=O)C2CC2)sc2nc(-c3ccccc3)cc(C(F)(F)F)c12	1.1	11	0.89	2	0.8
23	COc1ccc(/C=C/C(=O)NCc2cn(C)nc2C)cc1COc1ccc(Br)cc1	1	20	0.81	-3	-0.2
24	CCOc1ccc(NC(=O)CCN2CCN(c3ccccc3F)CC2)cc1	1	13	0.87	0	0.1
25	CCCCn1c(N)c(N(CCOC)C(=O)c2ccc(C)c(S(=O)(=O)N3CCCCC3)c2)c(=O)[nH]c1=O	1	-11	1.1	1	-1.9
26	O=C(O)CCSCCCN1C(=O)c2cccc3cccc(c23)C1=O	0.84	-6	1.1	-1	0.4
27	COc1ccc(NC(=S)N=Nc2c(O)[nH]c3ccccc23)cc1	0.9	-43	1.4	-2	7.0
28	C/C(N)=C(/C#N)C(=O)CSc1nnc(C)n1-c1ccccc1	1	-1	1	-1	-0.5
29	CCOC(=O)c1ccc(NCc2ccncc2)cc1	1	1	0.99	-1	2.2
30	COc1ccc(OCC(=O)Nc2ccc(C)c(S(=O)(=O)N(C)C)c2)cc1	0.97	4	0.96	6	-1.7

no.	MIN6 prolif	A3A deaminase	mIAP inh	A3G deaminase
16	-3	-3	1	-3
17	-4	-3	-8	-5
18	0	3	8	-10
19	0	2	-6	-3
20	-2	-2	-16	-6
21	4	-1	-4	-4
22	-3	2	-7	22
23	-2	-4	-1	-6
24	0	-2	0	-7
25	-3	1	-4	-7
26	2	-3	16	-7
27	-6	0	10	1
28	-2	2	-1	3
29	0	1	-1	-3
30	3	25	3	0

# Next records
no.	canonical_smiles	mIAP act	hIAP block	hIAP activ	GRIN3A LBD mod	MPTP block
31	Fc1ccc(NC(=S)NC23CN4CN(CN(C4)C2)C3)cc1	0.87	-71	1.7	2	0.0
32	O=C(C1CCN(Cc2ccccc2)CC1)N1CCN(C/C=C/c2ccccc2)CC1	0.97	19	0.81	-2	2.3
33	CCN1CCN(C(=O)c2ccc3c(c2)c(C)c(C)n3Cc2ccccc2)CC1	1.1	3	0.97	0	0.5
34	COc1ccc(F)cc1C(=O)C1CCCN(C(=O)CSc2ccccn2)C1 (stereo unspecified)	1	-33	1.3	-4	-0.3
35	COc1ccc(N2CCN(C(=O)c3sc4ncn(CC(=O)N5CCCCC5C)c(=O)c4c3C)CC2)cc1 (stereo unspecified)	1	-7	1.1	-1	-0.7
36	O=C(N/N=C1\C/C(=N\NC(=O)c2ccncc2)c2ccccc21)c1ccncc1	0.97	-11	1.1	-2	-0.2
37	Cc1ccc(NC(=O)Cc2csc(-c3ccccc3)n2)cc1F	1	36*	0.65	-14	25
38	COc1ccc(C(C)n2c(C)c3c(C)nnc(C)c3c2C)cc1 (stereo unspecified)	0.96	-3	1	-2	0.7
39	C[C@H](CO)N1C[C@H](C)[C@@H](CN(C)CC2CCCCC2)Oc2c(NS(=O)(=O)c3cccs3)cccc2C1=O	1.1	8	0.92	0	-1.1
40	Cc1ccc2nc(/C(C#N)=C\c3ccc(OC(=O)c4cccs4)cc3)[nH]c2c1	0.71	-7	1.1	-1	0.7
41	CCN(CC)c1ccc(C2C(C(=O)OCCOC)=C(C)NC3=C2C(=O)CC(C)(C)C3)cc1 (stereo unspecified)	1	7	0.93	-2	-2.5
42	COc1cc2cnc(-c3ccccc3)cc2cc1OC	1.1	17	0.83	0	0.7
43	CCCCn1nnnc1SCC(=O)N(CC)CC	1	5	0.95	0	0.6
44	C=C1CCN([C@@H](Cc2ccccc2)C(=O)NCCCc2ccccc2)S(=O)(=O)c2ccccc21	1.1	2	0.97	1	1.1
45	Cc1ccc(C(=O)Nc2sc(Cc3ccc4c(c3)OCO4)c(C)c2C(N)=O)cc1	0.85	-8	1.1	-9	0.8

no.	MIN6 prolif	A3A deaminase	mIAP inh	A3G deaminase
31	0	-5	13	-13
32	0	0	2	-9
33	-2	-2	-6	-5
34	-3	-3	-1	-5
35	0	-9	-1	-7
36	-5	-4	3	1
37	0	-1	-2	-3
38	-2	1	4	-2
39	2	1	-10	-1
40	-4	-5	29	3
41	-1	2	-1	3
42	1	-4	-11	-5
43	-2	3	-4	4
44	-8	-3	-9	2
45	-6	-5	15	-4

# Along the list, from the results shown.
# Compounds 31 to 37 in MIN6 prolif, in turn: 0, 0, -2, -3, 0, -5, 0
# Compounds 31 to 37 in A3G deaminase, in turn: -13, -9, -5, -5, -7, 1, -3

# Grouped by structure, the compounds so far containing a nitro group on carbon.
no.	canonical_smiles	mIAP act	hIAP block	hIAP activ	GRIN3A LBD mod	MPTP block
4	O=C(Nc1ccccc1N1CCCCC1)c1ccc(Cl)c([N+](=O)[O-])c1	0.94	12	0.88	6	2.1
19	CCCCn1c(N)c(Sc2ccccc2[N+](=O)[O-])c(=O)[nH]c1=O	1.1	-3	1	-2	0.1

no.	MIN6 prolif	A3A deaminase	mIAP inh	A3G deaminase
4	-6	-3	6	-15
19	0	2	-6	-3

# (next part)
no.	canonical_smiles	mIAP act	hIAP block	hIAP activ	GRIN3A LBD mod	MPTP block
46	COc1cc2ccccc2cc1C(=O)N1CCOCC1	1	1	0.99	-2	-0.2
47	CC(C)[C@H](N[C@@H](C)c1ccccc1)c1c(O)ccc2ccccc12	0.98	-4	1	5	1.5
48	COc1cc(/C=C2\C(=N)N3N=C(CC(=O)N4CCOCC4)SC3=NC2=O)cc(OC)c1OC	1.1	-10	1.1	-2	-1.2
49	Cn1cccc1CC(=O)N/N=C/C=C/c1ccco1	0.9	13	0.87	-4	-0.3
50	Cc1ccccc1OCC(=O)Nc1cc(Cl)ccc1Oc1ccccc1	0.73	-11	1.1	2	17
51	Cc1ccc(CC23CN4CCN(CC(C4)C2O)C3)c(C)c1 (stereo unspecified)	0.96	17	0.83	-2	-1.7
52	CC1(C)CC(=O)C=C(c2cccc3c2oc2ccccc23)C1	1	-17	1.2	-9	0.5
53	CCC(C)n1nccc1NC(=O)C(C)Cl (stereo unspecified)	1	-60	1.6	0	0.3
54	Cc1noc(C)c1C(=O)Nc1ccc(N(C)C)cc1	0.93	-7	1.1	-2	1.6
55	COc1ccc(N2C3=C(CC4=C2CC(C)(C)CC4=O)C(=O)CC(C)(C)C3)cc1	0.91	16	0.84	-2	-3.2
56	O=C(OCc1ccccc1)C1=[N+]([O-])OC(C(=O)OCc2ccccc2)C1c1c[nH]c2ccccc12 (stereo unspecified)	0.92	7	0.93	0	-3.5
57	O=C(CNC(=O)C12CC3CC(CC(C3)C1)C2)N1CCN(S(=O)(=O)c2cccs2)CC1	0.92	5	0.95	2	2.2
58	COc1ccc(C2/C=C\CN(C(=O)Nc3ccccc3-c3ccccc3)CC(=O)N2Cc2ccc(F)cc2)cc1 (stereo unspecified)	1.1	17	0.83	-1	0.3
59	CCCn1c(NC(=O)c2ccc(C)cc2)nc2ccccc21	1	6	0.94	-2	2.0

no.	MIN6 prolif	A3A deaminase	mIAP inh	A3G deaminase
46	-1	0	-3	-9
47	-2	-3	2	-4
48	-5	3	-10	26
49	-3	10	10	11
50	0	2	27	4
51	2	-1	4	-2
52	-6	3	-1	-5
53	-2	-7	-4	-9
54	-5	-5	8	-4
55	-5	-4	9	21
56	-7	-2	8	0
57	1	1	8	-2
58	-7	1	-15	-1
59	-4	-3	-4	-5

# Compounds were not picked by outcome (roughly 5% active in at least one column).
